3CLpro inhibitor = SARS-CoV 3CLpro protease inhibitors, primary screen, biochemical, quenched FRET. Replicase polyprotein 1ab (Severe acute respiratory syndrome coronavirus), P0C6X7. recombinant SARS-CoV 3CLpro, quenched FRET peptide cleavage. inhibition, % at 6 µM. actives 0.14% (n = 290,000); in the data active means inhibition above about 12%
Rv3671c protease = Rv3671c serine protease inhibitors, primary screen, biochemical, fluorescence polarization, M. tuberculosis H37Rv | P9WHR9 | inhibition, % at 5.96 µM | actives 0.048% (n = 320,000); in the data active means inhibition above about 38%;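 further: extracellular domain of Rv3671c used as enzyme; 0% = enzyme with DMSO and 100% = no enzyme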
Target sequence (P9WHR9 whole entry, looked up, the tested form may be a part): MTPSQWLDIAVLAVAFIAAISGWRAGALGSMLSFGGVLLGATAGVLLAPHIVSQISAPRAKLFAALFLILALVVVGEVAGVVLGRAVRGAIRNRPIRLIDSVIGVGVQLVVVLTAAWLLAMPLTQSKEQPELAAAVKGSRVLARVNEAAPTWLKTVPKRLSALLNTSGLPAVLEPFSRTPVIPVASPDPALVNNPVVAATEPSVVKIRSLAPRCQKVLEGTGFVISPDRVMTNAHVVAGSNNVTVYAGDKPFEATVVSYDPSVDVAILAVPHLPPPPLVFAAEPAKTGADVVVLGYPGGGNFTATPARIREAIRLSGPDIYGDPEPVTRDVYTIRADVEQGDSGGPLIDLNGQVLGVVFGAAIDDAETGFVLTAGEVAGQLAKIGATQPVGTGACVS
PriA SSB inh = inhibitors of Klebsiella pneumoniae PriA binding to SSB C-terminal tail, primary screen, biochemical, AlphaScreen; AID 1272365, 2023; inhibition, % at 33 µM; PriA–SSB C-terminal tail interaction (Klebsiella pneumoniae); AlphaScreen SSBct-PriA binding, biotinylated peptide; actives 0.6% (n = 430,000); in the data active means inhibition mostly above about 37%, no sharp cut-off; inactive means mostly below about 20%;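 further: plate controls were negative control peptide for no effect and reference peptide for full effect; strong numbers were not always called active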
BoNT A protease = BoNT/A light chain protease inhibitors, primary screen, biochemical, flow cytometry, MLPCN library; actives 0.17% (n = 360,000); Botulinum neurotoxin type A light chain protease (Clostridium botulinum A str. ATCC 3502); AID 588499, 2011; inhibition, % at 10 µM; multiplex microsphere protease substrate cleavage; further: plate controls were buffer without enzyme for full effect and enzyme alone for no effect
CCHFV vOTU inh = CCHFV vOTU protease inhibitors, primary screen, biochemical, Pep-AMC substrate, fluorescence | Crimean-Congo hemorrhagic fever virus L polyprotein viral ovarian tumor (vOTU) protease … | inhibition, % at 11.5 µM | actives 0.55% (n = 370,000) | AID 651958, 2012; in the data active means inhibition above about 30%; further: 0% = vehicle wells with enzyme and 100% = no enzyme wells
BoNT-F LC inh = BoNT/F light chain protease inhibitors, primary screen, biochemical, flow cytometry, MLPCN library. Botulinum neurotoxin type F light chain protease (Clostridium botulinum). Multiplex microsphere protease cleavage assay. inhibition, % at 10 µM. actives 0.22% (n = 360,000). AID 588497, 2011; in the data active means inhibition above about 35%, passing the limit was not always enough; inconclusive means no clear call, values can overlap the other calls; further: plate controls were buffer without enzyme for full effect and enzyme alone for no effect
DUSP3 inh = VHR1 phosphatase inhibitors, primary screen, biochemical, absorbance, uHTS | Dual specificity protein phosphatase 3 (Homo sapiens), P51452 | recombinant VHR phosphatase, pNPP absorbance | inhibition, % at 13.3 µM | actives 0.52% (n = 290,000); in the data active means inhibition above about 50%; further: some compounds called inactive have numbers as strong as hits
Target sequence (P51452 whole entry, looked up): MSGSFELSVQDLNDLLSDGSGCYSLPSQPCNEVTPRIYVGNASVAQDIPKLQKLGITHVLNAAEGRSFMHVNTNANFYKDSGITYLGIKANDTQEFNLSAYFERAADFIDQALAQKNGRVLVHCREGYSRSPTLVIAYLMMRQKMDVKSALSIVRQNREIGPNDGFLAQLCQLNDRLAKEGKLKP
Anthrax LF prot = Bacillus anthracis LF protease inhibitors, primary screen, biochemical, multiplex microsphere, MLPCN library; Lethal factor (Bacillus anthracis), P15917; multiplex microsphere protease cleavage assay; inhibition, % at 10 µM; actives 0.12% (n = 360,000); further: plate controls were buffer without enzyme for full effect and enzyme alone for no effect
MazF activator = activators of E. coli MazEF toxin-antitoxin RNase, primary screen, biochemical, fluorescence, uHTS; Endoribonuclease toxin MazF (Escherichia coli (strain K12)), P0AE70; FAM/BHQ RNA-DNA oligo cleavage fluorescence, 5 h; activation, % at 20 µM; actives 0.32% (n = 350,000); AID 504720, 2011; in the data active means activation above about 50%
Target sequence (P0AE70 whole entry, looked up): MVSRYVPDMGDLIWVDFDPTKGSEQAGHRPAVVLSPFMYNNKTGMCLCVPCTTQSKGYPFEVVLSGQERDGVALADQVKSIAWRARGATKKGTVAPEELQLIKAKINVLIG
PrPC TRFRET = inhibitors of human cell surface prion protein PrPC, primary screen, cell-based, TR-FRET; Major prion protein (Homo sapiens), P04156; TR-FRET read-out; inhibition, % at 13.8 µM; actives 0.43% (n = 370,000); AID 720596, 2013; in the data active means inhibition above about 24%; further: 0% = median of the test wells and 100% = reference compound wells
An asterisk follows results filed as active; i = inactive; u = inconclusive; x = no result given. Unless noted, no stated cut-off is given here; in the data, active means inhibition above about 30%; inconclusive means no clear call, values can overlap the other calls; inactive means below that. Only part of the results is shown; rates above refer to the full screens.

SMILES	3CLpro inhibitor	Rv3671c protease	PriA SSB inh	BoNT A protease	CCHFV vOTU inh	BoNT-F LC inh	DUSP3 inh	Anthrax LF prot	MazF activator	PrPC TRFRET
COc1ccc(NC(=O)Nc2ccc3c(c2)C(=O)N([C@H](C)CO)C[C@H](C)[C@@H](CN(C)S(=O)(=O)c2ccc(OC)cc2)O3)cc1	x	3.0	6.5	-0.3	2.9	-4.0	x	-3.2	3.9	-6.8
CC(C)Oc1ccc(CSc2nnc3n(C)c(=O)c4c5c(sc4n23)CCCC5)cc1	-2.1	0.9	-5.2	u	-15.8	-0.1	x	-0.6	-0.4	3.5
CCC1(c2ccc(F)cc2)NC(=O)N(CC(=O)N(C)C2CCS(=O)(=O)C2)C1=O (centres undefined)	x	4.0	-13.0	-1.1	-4.9	-6.1	x	0.3	9.6	-3.1
COc1ccc(-n2c(SCC(=O)Nc3cc(C)on3)nc3c(c2=O)SCC3)cc1OC	-3.0	-2.4	-10.2	-5.0	-7.4	2.1	57.1*	0.4	7.0	-8.9
COc1cc(OC)cc(C(=O)N[C@H](C(=O)N2CCc3ccccc32)C(C)C)c1	1.5	-1.1	3.2	-0.9	-12.5	-5.9	0.4	-1.4	-2.6	4.2
COc1cc(F)c(C2=CC(=O)C[C@H](c3ccc(F)cc3)C2)cc1F	x	-12.2	-5.7	0.3	1.0	-5.8	x	-7.5	9.8	-6.1
Nc1nn2c(-c3ccccc3)cc(=O)[nH]c2c1N=Nc1ccc(Br)cc1	-1.8	x	-1.8	0.3	-9.0	-0.5	111.2	-2.9	-6.2	2.3
COc1ccccc1CN1C[C@@H]2C[C@@H](C3=Cc4cccc(OC)c4OC3)N3CCC[C@@]23C1=O	2.8	0.2	9.5	0.5	0.2	3.5	17.4	-1.5	2.5	-6.3
O=c1[nH]c(=S)n2c(c1-c1ccccc1)OC(CBr)C2 (centres undefined)	x	x	x	-0.2	12.2	-2.3	x	-1.5	9.0	2.8
CCOC(=O)c1[nH]c(C)c(/C(O)=C2\C(=O)C(=O)N(CCCN(C)C)C2c2cccnc2)c1C (centres undefined)	9.4	0.9	x	0.3	1.5	-4.2	17.3	1.3	6.6	1.8
Cc1ccccc1C(=O)NCCN=C1NS(=O)(=O)c2ccccc21	-3.0	-3.5	1.3	-0.2	-3.1	-0.5	12.8	-5.2	16.0	-1.0
CCCc1cc(NCCCN2CCOCC2)n2c(nc3ccccc32)c1C#N	0.4	-1.0	-10.9	-0.5	-53.9	-8.4	-9.4	-3.1	-5.2	-10.2

An excerpt from above, reduced to 3CLpro inhibitor, Anthrax LF prot and CCHFV vOTU inh:
canonical_smiles	3CLpro inhibitor	Anthrax LF prot	CCHFV vOTU inh
CCOC(=O)c1[nH]c(C)c(/C(O)=C2\C(=O)C(=O)N(CCCN(C)C)C2c2cccnc2)c1C (centres undefined)	9.4	1.3	1.5
Cc1ccccc1C(=O)NCCN=C1NS(=O)(=O)c2ccccc21	-3.0	-5.2	-3.1
CCCc1cc(NCCCN2CCOCC2)n2c(nc3ccccc32)c1C#N	0.4	-3.1	-53.9

(next part)
SMILES	3CLpro inhibitor	Rv3671c protease	PriA SSB inh	BoNT A protease	CCHFV vOTU inh	BoNT-F LC inh	DUSP3 inh	Anthrax LF prot	MazF activator	PrPC TRFRET
Cc1ccccc1CN1CCN(C(=O)[C@H]2O[C@@H](n3cnc4c(N)ncnc43)[C@H](O)[C@@H]2O)CC1	x	x	x	-0.5	1.7	2.3	x	-7.2	x	2.6
CCN(CC)C(=O)CC(c1ccc(OC)cc1)c1c(O)cc(OC)cc1OC (centres undefined)	x	8.5	-4.2	-0.6	0.5	7.3	22.0	-2.7	7.2	-3.8
COc1ccc(/C=C/C(=O)OCC(=O)NCCc2ccccc2)c(OC)c1	x	-4.8	2.4	-0.6	-10.1	0.6	x	-3.3	-1.6	1.4
COc1ccc(CN2CCN(Cc3ccco3)CC2)cc1	-1.7	-0.4	-5.7	-2.1	11.1	u	x	-15.8	-17.4	4.1
CN1C(=O)N(C)C2(c3ccccc3)Nn3c(s/c(=C/c4ccccc4)c3=O)=NC12c1ccccc1 (centres undefined)	2.5	-2.4	x	-0.4	10.0	2.4	9.9	1.5	-43.7	0.2
O=C(O)c1cc(-c2cccc([N+](=O)[O-])c2)nc2ccccc12	3.8	4.7	-0.7	-1.0	3.5	-3.3	-23.7	2.7	8.4	-9.2
CCCN1CCN(C(=O)Cn2ncc3ccccc32)CC1	8.9	12.1	3.0	-1.0	4.5	-9.0	23.6	-6.8	-0.1	-0.9
CC(=O)c1cccc(NC(=O)COC(=O)c2ccc3c(c2)OCCO3)c1	4.1	0.1	-1.1	0.2	-7.1	-0.6	11.0	-3.3	-2.1	-1.8
CSc1ncccc1C(=O)OCC(=O)Nc1cccc(S(=O)(=O)N2CCOCC2)c1	x	1.8	-1.8	-0.2	-6.6	-5.1	x	-5.2	9.2	10.3
COC(=O)c1ccc(NS(=O)(=O)c2cc3c4c(c2)C(C)C(=O)N4CCC3)cc1 (centres undefined)	x	6.0	12.1	-5.5	-0.4	-15.1	x	-0.9	8.1	-3.7
COc1cc2c(cc1OC)[C@@H](NC(=O)C(C)C)[C@H](O)C2	x	x	6.5	0.4	1.1	-1.0	x	-3.8	-9.1	4.0
CSc1nc(Cl)c(C#N)c(-c2ccc(C)cc2)n1	-6.2	-0.1	-14.1	-0.2	0.8	-9.1	23.5	-1.9	-6.0	9.6
CCOCC(=O)Nc1ccc(S(=O)(=O)Nc2nccs2)cc1	0.2	-0.4	-14.8	x	-5.7	x	-7.8	x	-0.3	-2.2
CC(C)NC(=O)COC(=O)c1cccc(NS(=O)(=O)/C=C/c2ccccc2)c1	4.0	-1.0	-10.3	-0.2	-9.9	-0.8	-6.7	2.1	1.0	-1.1
CCS(=O)(=O)c1ccc(-c2csc(-c3ccccc3Cl)n2)c(Cl)c1Cl	2.4	-1.9	-15.7	0.0	2.4	5.6	2.6	-3.2	-1.7	1.3
Cn1cccc1/C=N/NC(=O)c1ccccn1	0.0	5.9	i	-0.2	-1.3	-6.3	4.8	3.2	-0.1	-6.1
O=C(c1ccccn1)c1cc2ccccc2n1S(=O)(=O)c1ccccc1	2.3	1.3	-3.8	-0.6	4.2	0.3	2.1	-1.4	-1.4	-6.5
CSc1ccc(C#N)cc1NC(=O)c1cccnc1Cl	-0.6	4.0	-8.5	-0.2	8.0	2.5	17.6	-2.8	-3.6	5.2
CCOc1ccc(CCNC(=O)C2CCN(S(=O)(=O)N3CC(C)CC(C)C3)CC2)cc1OCC (centres undefined)	-1.8	1.5	-9.7	0.6	0.1	1.9	-27.2	-2.2	9.2	3.5
CCc1sc(C(=O)NCCCN2CCCC2=O)cc1Br	0.7	2.8	2.8	1.8	9.9	12.1	5.4	0.6	-3.0	2.7
Cc1c(NC(=O)CNCc2ccc3c(c2)OCO3)c(=O)n(-c2ccccc2)n1C	-0.2	5.8	1.1	0.1	8.8	-3.5	3.7	-8.6	3.1	-0.5
O=C(O)c1nc2nc(Cl)c(Cl)nc2[nH]1	-1.0	2.3	-7.7	-2.3	3.4	-1.1	12.5	6.1	-4.2	3.5
O=c1cc(N2CCCCC2)c(-c2ccccc2)nn1Cc1ccccc1Cl	-0.2	5.0	-5.1	-0.2	12.5	-0.4	-2.4	0.3	-4.9	7.2
O=C(NC1CCCCC1)C(c1cccs1)N(Cc1cccs1)C(=O)c1ccco1 (centres undefined)	3.5	-23.1	-2.1	0.0	9.9	-0.3	6.8	-10.4	-0.2	1.5
CC1(C)CC(=O)C2=C(C1)NC(=S)C(C#N)C21CCCCC1 (centres undefined)	1.5	-2.3	-9.6	x	15.1	x	4.8	x	-10.0	-4.6
O=C(NCCOc1ccccc1F)C1CC(=O)N(Cc2ccccc2)C1 (centres undefined)	x	-3.6	-9.8	-0.7	14.1	-3.5	x	-2.3	3.4	-5.4
COc1ccc(Cn2nnnc2CN(Cc2cc3ccc(C)cc3[nH]c2=O)C2CCCC2)cc1	5.5	-17.6	14.4	0.0	-0.7	0.9	-2.6	1.5	-6.1	8.8
CCN=C(Nc1ccc2c(c1)OCO2)SC1CC(=O)N(c2ccc(OC)cc2)C1=O (centres undefined)	-4.7	4.3	-2.5	-2.2	-10.7	-22.3	3.3	-0.9	9.0	4.5
CN(C)c1ccc(-c2ccnc3c2CC(C)(C(=O)NCCc2ccccc2)O3)cc1 (centres undefined)	x	x	x	-0.3	-32.4	-1.9	x	-4.2	x	-4.5
Nc1nc2c3ccccc3nc(Cc3ccccc3)n2n1	0.9	0.4	-15.7	0.1	-6.7	-4.5	5.4	1.5	1.2	-0.5
COc1ccc(/C=C/C(=O)OCC(=O)NC2CCCC2)cc1	x	3.9	-5.6	2.4	-6.5	6.6	x	-5.9	10.5	6.2
CCOC(=O)c1c(CS(=O)(=O)c2ccccc2)n(C)c2cc(Br)c(O)c(CN(C)C)c12	-0.1	0.2	4.8	-0.3	-11.5	-6.5	7.5	2.1	-7.5	5.5
O=C(CSc1n[nH]c(=O)[nH]c1=O)c1ccccc1[N+](=O)[O-]	-0.2	-2.9	-6.0	-0.7	17.0	-5.0	0.4	-0.5	-3.4	-19.0
COc1ccccc1C1=NN(C2=NN=C(N)Cc3ncnn32)C(O)(C(F)(F)F)C1 (centres undefined)	-3.2	3.4	0.4	-1.4	-12.7	2.0	12.3	-9.9	1.6	1.1
Cc1cc(C(=O)Nc2ccc(N3CCOCC3)cc2)c2ccccc2n1	-5.0	-1.2	-17.6	-0.1	-1.3	-18.0	35.8	-9.4	9.9	-8.4
Cc1c(C(=O)Nc2c(C)n(C)n(-c3ccccc3)c2=O)oc2ccc(Cl)cc12	-4.0	0.9	-3.8	0.9	-14.2	-2.6	3.6	2.1	-2.8	3.8
Cc1cccc(-c2noc(CCC(=O)NCc3ccccc3)n2)c1	-2.4	-2.6	-4.2	-0.3	1.6	6.9	21.3	-3.9	-1.3	0.9
CCn1cc(C(=O)OCC(=O)c2cc(C)n(-c3ccccc3)c2C)c(=O)c2ccc(C)nc21	-0.2	-2.1	2.6	-0.9	-3.0	-3.6	-7.9	-1.3	23.9	-5.2
C=CCn1c(SCC(=O)NC2CCCCC2)nnc1-c1cccnc1	2.6	-4.4	-6.7	1.9	17.3	5.6	20.8	-1.0	3.4	2.1
CCCN(CCC)c1nc2c(C)cccn2c(=O)c1/C=C1/SC(=S)N(Cc2ccco2)C1=O	-0.6	x	-7.2	28.5	x	-136.9	-34.8	-56.8	22.8	x
Cc1ccc(CN2CCN(Cc3cnc(C)s3)CC2CCO)cc1 (centres undefined)	-2.8	-7.5	-15.1	-1.3	-8.3	-6.6	13.4	-12.5	0.4	-8.2
Cc1occc1-c1nc(-c2ccncc2)no1	-9.4	-1.1	-14.0	3.3	-13.7	3.2	-14.5	-2.3	-7.4	-5.2
COc1ccc(C(=O)/C=C/C(=O)N(CC(=O)NC2CCCCC2)Cc2ccccc2OC)c(O)c1	4.2	x	1.8	0.8	-8.1	-1.0	38.3	-0.8	7.1	-3.4

Screening data (PubChem BioAssay)
